# ABHD4 inh – ABHD4 (mouse) inhibition, primary FP screen; inhibition, % at 8.92 µM; AID 720543; Q8VD66; 370,000 compounds, 0.54% hits; purified mABHD4, FP-Rh probe fluorescence polarization;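 active = inhibition exceeding the mean over every tested compound plus 3 SD, cut at about 30% in these data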;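 note: 0% = plate median of compound wells and 100% = S159A mutant with DMSO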
# Target sequence (Q8VD66 whole entry, looked up): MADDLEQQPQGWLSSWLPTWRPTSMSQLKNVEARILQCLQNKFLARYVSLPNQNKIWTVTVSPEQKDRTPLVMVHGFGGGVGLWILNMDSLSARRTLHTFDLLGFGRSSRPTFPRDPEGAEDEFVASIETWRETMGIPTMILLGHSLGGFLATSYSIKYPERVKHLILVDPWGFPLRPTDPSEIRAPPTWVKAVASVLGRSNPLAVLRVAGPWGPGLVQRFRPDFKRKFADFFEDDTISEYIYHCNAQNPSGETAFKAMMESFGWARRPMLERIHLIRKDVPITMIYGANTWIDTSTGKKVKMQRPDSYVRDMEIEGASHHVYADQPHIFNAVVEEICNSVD
#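 assay system = mABHD4 protein | compound dosing = single nominal dose of 8.92 µM, 0.89% DMSO final | read-out basis = percent inhibition of probe binding, normalized to plate controls | schedule = Enzyme–compound pre-incubation 45 min, then probe 60 min, both 25 °C | detection = fluorescence polarization, excitation 525 nm, emission 598 nm, BODIPY TMR filters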
# SIAE inh – inhibitors of human sialic acid acetylesterase SIAE; Q9HAT2; 370,000 compounds, 0.69% hits; AID 1053197; SIAE FP-Rh probe binding, fluorescence polarization; inhibition, % at 9.66 µM;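 active = inhibition above a cutoff: mean of compounds within the control limits plus 3 SD of those, cut at about 17% in these data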;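 note: 0% = plate median of compound wells and 100% = probe without SIAE protein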
# TCR-CD3 inh – inhibitors of human TCR-CD3 interaction; TAMRA-labeled TCR probe fluorescence, biochemical; inhibition, % at 9.4 µM; 360,000 compounds, 0.37% hits; AID 651800; in the data active = inhibition above about 19%;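 note: recombinant mutant TCR 2C K166C tagged with TAMRA read by polarization; 0% = receptor in buffer alone and 100% = receptor with positive control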
# PG9 binder – PG9 antibody binding by small molecule. 360,000 compounds, 0.43% hits. inhibition, % at 6.7 µM. TR-FRET gp120-PG9 antibody binding; in the data active = inhibition above about 8.5%
# rCAG binder – molecules binding r(CAG) RNA repeats | r(CAG) RNA repeat, TO-PRO-1 dye displacement fluorescence | inhibition, % at 3 µM | 370,000 compounds, 1.3% hits | AID 651821;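 active = inhibition above the plate cutoff, the mean of all test compounds on that plate plus 3 SD, cut at about 35% in these data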;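 note: 0% = DMSO alone and 100% = 100 µM mitoxantrone as full dye displacement; higher means more dye released from RNA so lower well fluorescence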
# TDP2 inh – TDP2 (human) inhibition, absorbance primary screen | O95551 | recombinant TDP2, T5PNP hydrolysis, p-nitrophenol absorbance 415 nm | inhibition, % at 12.8 µM | 370,000 compounds, 0.34% hits | AID 720702;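 active = inhibition above the mean of all tested compounds plus 3 SD, set per campaign, cut at about 25% in these data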;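 note: 0% = DMSO with enzyme and 100% = buffer with substrate but no TDP2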
# Target sequence (O95551 whole entry, looked up): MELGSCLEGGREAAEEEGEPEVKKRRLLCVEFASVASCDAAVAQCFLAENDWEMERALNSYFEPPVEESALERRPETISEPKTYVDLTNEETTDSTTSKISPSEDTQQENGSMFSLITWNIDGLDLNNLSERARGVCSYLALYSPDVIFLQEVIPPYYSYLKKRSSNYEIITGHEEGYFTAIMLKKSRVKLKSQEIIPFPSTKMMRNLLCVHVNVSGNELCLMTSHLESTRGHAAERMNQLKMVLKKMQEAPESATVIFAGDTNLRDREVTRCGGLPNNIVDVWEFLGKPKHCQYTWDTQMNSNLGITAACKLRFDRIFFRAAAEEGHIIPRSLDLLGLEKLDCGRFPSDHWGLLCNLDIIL
#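 System: recombinant human TDP2 / Amount: 120 nM TDP2 per well / Also added: 5 mM T5PNP chromogenic substrate / Doses: 12.8 µM single point, 1% DMSO / Incubation: 2 h at 37 °C / Detection: p-Nitrophenol epi absorbance / Evaluation: % inhibition relative to enzyme-containing and enzyme-free wells / Repeats: singlicate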
# PRMT1 FP inh – inhibitors of human PRMT1. recombinant PRMT1, activity-based probe fluorescence polarization. Q99873. inhibition, % at 2.79 µM. 370,000 compounds, 1.3% hits;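 active = inhibition above about 21% made by adding two undisclosed values, limit read from the data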
# Rev-erbA mod – Rev-erb alpha (human) modulation; Rev-erbα–FITC-DNA binding, fluorescence polarization, 90 min; 370,000 compounds, 0.79% hits; activity, % at 10 µM;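 active = activity above about 14%, limit read from the data; passing the limit was not always enough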;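 note: 0% = DMSO wells with 35 nM protein and 100% = DMSO wells with 750 nM protein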
# LEDGF integ inh – blocks HIV-1 LEDGF/p75-dependent DNA integration. inhibition, % at 3.7 µM. TR-FRET IN-LEDGF/p75 DNA integration, Eu/Cy5. 370,000 compounds, 0.64% hits;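 active = inhibition above the screen-wide mean plus 3 SD, cut at about 13% in these data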;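 note: signal is the Cy5 over europium emission ratio at 671 and 618 nm; 0% = plate median of compound wells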
# HTRA1 inh – blocks human HTRA1 serine peptidase | Q92743 | recombinant HTRA1, FP-rhodamine activity-based probe, fluorescence polarization | inhibition, % at 5.96 µM | 340,000 compounds, 0.5% hits; in the data active = inhibition above about 36%;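 note: 0% = enzyme with DMSO and 100% = wells lacking enzyme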
# Active calls of the source: *; · = no result given.
# Sample of the layout (seven entries):
SMILES,ABHD4 inh,SIAE inh,TCR-CD3 inh,PG9 binder,rCAG binder,TDP2 inh,PRMT1 FP inh,Rev-erbA mod,LEDGF integ inh,HTRA1 inh
COCCN(C(=O)CSc1nc(-c2ccccc2)cn1N)c1c(N)n(Cc2ccccc2)c(=O)[nH]c1=O,2,5,-4,-0.9,3,-1,12,-2,-5,-2
Cc1[nH]c(C)c(S(=O)(=O)NCc2ccccc2Cl)c1C(=O)N1CCCC1,-5,3,3,-0.3,-2,2,-3,5,0,-2
COC(=O)CCC(=O)OC1(C)C(=O)C2=CN(Cc3ccccc3)C(c3ccc(OC)cc3)=CC2=C(Br)C1=O (stereo not given),14,1,-6,-2.8,11,8,6,5,0,60*
COc1ccc(NC(=O)CCCn2c(=O)c3sccc3n(Cc3ccc(C)cc3)c2=O)cc1,0,-2,1,5.2,-1,0,0,12,0,-4
Cc1cn([C@H](C(=O)NCCCCCCCCCCC(=O)N2CCNCC2)[C@@H](C)O)nn1,6,3,2,-0.9,-6,9,2,-1,0,-5
COc1ccc(S(=O)(=O)N2CCCC(C(=O)NCc3cccnc3)C2)cc1OC (stereo not given),2,-14,3,-1.2,-1,3,-1,8,1,-1
Cc1cc(C)cc(N2C(=O)CC(Sc3ncn[nH]3)C2=O)c1 (stereo not given),5,2,-9,-0.7,14,-4,29*,6,-4,-20

# The list itself, repeating the preview:
SMILES,ABHD4 inh,SIAE inh,TCR-CD3 inh,PG9 binder,rCAG binder,TDP2 inh,PRMT1 FP inh,Rev-erbA mod,LEDGF integ inh,HTRA1 inh
COCCN(C(=O)CSc1nc(-c2ccccc2)cn1N)c1c(N)n(Cc2ccccc2)c(=O)[nH]c1=O,2,5,-4,-0.9,3,-1,12,-2,-5,-2
Cc1[nH]c(C)c(S(=O)(=O)NCc2ccccc2Cl)c1C(=O)N1CCCC1,-5,3,3,-0.3,-2,2,-3,5,0,-2
COC(=O)CCC(=O)OC1(C)C(=O)C2=CN(Cc3ccccc3)C(c3ccc(OC)cc3)=CC2=C(Br)C1=O (stereo not given),14,1,-6,-2.8,11,8,6,5,0,60*
COc1ccc(NC(=O)CCCn2c(=O)c3sccc3n(Cc3ccc(C)cc3)c2=O)cc1,0,-2,1,5.2,-1,0,0,12,0,-4
Cc1cn([C@H](C(=O)NCCCCCCCCCCC(=O)N2CCNCC2)[C@@H](C)O)nn1,6,3,2,-0.9,-6,9,2,-1,0,-5
COc1ccc(S(=O)(=O)N2CCCC(C(=O)NCc3cccnc3)C2)cc1OC (stereo not given),2,-14,3,-1.2,-1,3,-1,8,1,-1
Cc1cc(C)cc(N2C(=O)CC(Sc3ncn[nH]3)C2=O)c1 (stereo not given),5,2,-9,-0.7,14,-4,29*,6,-4,-20
Cc1ccc(-c2nc(CN(C)C3CCOC3)c(C)o2)s1 (stereo not given),1,5,2,0.1,-3,3,-6,6,2,6
COCCS(=O)(=O)N(Cc1ccc(Br)cc1)[C@@H](C)C(=O)OC,0,-4,2,-1.5,1,-3,-3,2,-2,6
COc1ccc(C[C@H]2CN3C(=NC[C@@H]3Cc3ccc(O)cc3)N2C[C@H](C)NC(=O)CCC2CCCCC2)cc1,8,3,0,-1.1,1,2,-3,-2,2,-6
Cc1ccc(Cc2c(-c3cccc(Cl)c3)nc3c(C)cc(Br)cn23)cc1,-5,3,6,2.9,7,-5,-2,12,-4,·
CNC(=S)/N=C(\Nc1ccc(C)cc1)c1ccccc1,8,0,-2,0.7,3,-13,5,4,-7,·
CCOc1ccccc1OCC(=O)OCC(=O)c1c(N)n(CC(C)C)c(=O)n(C)c1=O,3,-9,2,0.2,-1,-5,3,2,-2,-4
COc1ccc(/C(N)=N/OC(=O)CN(C)S(=O)(=O)c2ccc(C)cc2)cc1,-7,-8,2,0.9,-5,3,-2,3,1,-15
Cc1nc(-c2ccncc2)nc(NCCNc2ccc(C(F)(F)F)cn2)c1Cl,1,2,3,-0.5,0,8,-1,3,-4,-2
CN=C1c2cc3cc(OC)ccc3n2CCN1C,0,-7,-7,3.0,0,6,1,-1,3,7
COc1ccc(CCC(C)NC(=O)CCc2ccccc2)c(OC)c1 (stereo not given),1,0,1,-1.8,1,1,1,-5,-2,5
Cc1ccccc1NC(=O)C(=O)c1cn(C)c2ccccc12,-1,-4,11,-0.5,2,2,0,2,-4,-1
COc1ccc(NC(=O)N(C)C[C@H]2Oc3ccc(NC(=O)C4CC4)cc3C(=O)N([C@H](C)CO)C[C@@H]2C)cc1,-1,1,-3,1.0,4,9,-3,2,1,5
Cc1nc(N2CCCCC2C)c2c(C)c(C(=O)Nc3cccc(C(F)(F)F)c3)sc2n1 (stereo not given),-3,-49,15,1.7,-3,5,-4,1,-1,-16
COc1ccc(C(=O)c2ccc(OC)c(OC)c2)cc1OC,0,3,5,4.6,-4,8,-2,7,-2,-2
Nc1c(Cl)cnc(C(Cl)(Cl)Cl)c1Cl,-5,-3,-2,2.2,-2,17,0,7,0,3
CC1(C(=O)Nc2ccc3c(c2)OCCO3)CN(S(C)(=O)=O)CC(=O)N1CC(F)(F)F (stereo not given),-3,4,5,-1.2,-1,1,-2,2,2,·
CN(C(=O)CN1C(=O)/C(=C/c2ccc(Cl)cc2)SC1=S)C1CCS(=O)(=O)C1 (stereo not given),-10,2,0,-1.6,1,14,-3,-1,2,1
Cc1ccccc1Cn1c(=O)[nH]c2ccccc21,-2,7,-2,0.3,3,1,-4,-4,0,-3
CC(CN1CCCCC1)OC(=O)c1cccc(F)c1 (stereo not given),-3,13,7,-3.4,13,7,-3,1,3,-1
Cn1c(=O)c2c(SCC(N)=O)nc(CC(C)(C)C)nc2n(C)c1=O,-8,5,-4,-1.1,0,0,5,4,7,7
CCCc1nc(NCc2ccccn2)c2nnn(Cc3ccccc3F)c2n1,-21,-2,-10,0.1,-2,-8,-2,2,2,-3
CCS(=O)(=O)c1ccc2oc(SCC(=O)NCc3ccccc3)nc2c1,-6,4,7,-0.6,0,2,-3,7,3,1
Cc1[nH]c2ccccc2c1C(=O)CN1C(=O)NC2(CCCCCC2)C1=O,-4,-5,4,-0.4,2,-10,-6,1,7,-1
O=S(=O)(c1ccc(N2CCN(S(=O)(=O)c3ccccc3)CC2)nc1)N1CCCC1,-1,0,4,-2.3,-3,-4,-1,5,2,1
CN1Cc2nnn(Cc3ccccc3)c2-c2cc(F)ccc2S1(=O)=O,2,0,·,·,2,3,0,-1,2,·
C[C@@H]1CN([C@H](C)CO)C(=O)CCCn2nncc2CO[C@@H]1CN(C)C(=O)CCC(F)(F)F,-3,0,-3,-1.1,1,-9,3,0,2,2
Cc1ccc2c(CN3CCN(S(=O)(=O)/C=C/c4ccccc4)CC3)cc(=O)oc2c1,-7,-1,-2,0.2,7,-5,-2,2,1,-25
O=C(O)CN1C(=O)/C(=C\c2ccc(OC(=O)c3ccco3)cc2)SC1=S,-3,-6,-1,-0.5,25,-1,18,5,0,-9
CCCCCCCCN1C(=O)[C@@H](CC(=O)NCCCCc2ccccc2)C[C@@]2(C(=O)OC)C1=C[C@H](COCc1ccccc1)O[C@@H]2C,0,-2,·,·,7,-5,-2,-3,1,·
O=S1(=O)N[C@H](Cc2ccccc2)COc2cccc(N3CCC[C@@H]3CO)c21,1,1,-8,-0.4,2,2,3,-7,-2,·
CCc1cc2c(=O)c(-c3nc(C)cs3)coc2cc1O,-13,2,2,1.0,6,7,-7,-11,-3,-6
COc1cc(C(c2c(C)[nH][nH]c2=O)c2c(C)[nH][nH]c2=O)ccc1OS(=O)(=O)c1ccccc1,1,1,10,-3.6,19,11,1,0,1,1
O=C(c1ccc(Cl)cc1Cl)N1CCC(C(=O)N2CCOCC2)CC1,0,-2,-12,-0.1,-3,5,2,3,-2,3
Cc1ccc(S(=O)(=O)N2CCCc3nc(-c4ccc(F)cc4)ccc32)cc1,-2,-3,0,-0.4,3,-7,-4,1,3,·
COc1cccc(OCc2nnc(SCC(=O)NNC(=O)C3CCCCC3)n2C)c1,5,-4,1,-1.6,-4,-2,-1,-1,-4,-1

# Just TCR-CD3 inh, for some of the entries so far:
Structure | TCR-CD3 inh
Cn1c(=O)c2c(SCC(N)=O)nc(CC(C)(C)C)nc2n(C)c1=O | -4
COc1cccc(OCc2nnc(SCC(=O)NNC(=O)C3CCCCC3)n2C)c1 | 1

# Rewritten as tab-separated lines: entries from further up
smiles	ABHD4 inh	SIAE inh	TCR-CD3 inh	PG9 binder	rCAG binder	TDP2 inh	PRMT1 FP inh	Rev-erbA mod	LEDGF integ inh	HTRA1 inh
Nc1c(Cl)cnc(C(Cl)(Cl)Cl)c1Cl	-5	-3	-2	2.2	-2	17	0	7	0	3
CC1(C(=O)Nc2ccc3c(c2)OCCO3)CN(S(C)(=O)=O)CC(=O)N1CC(F)(F)F (stereo not given)	-3	4	5	-1.2	-1	1	-2	2	2	·

# An excerpt; the hit share may differ from the screen's.
